tim10-1 inh: inhibits growth of tim10-1 mutant yeast; S. cerevisiae tim10-1 ts strain growth, BacTiter-Glo, 24 h; inhibition, % at 20 µM; actives 2.2% (n = 330,000); AID 463190;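 active = inhibition of at least 40%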;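 note: mutant grown at 25 °C; 0% = DMSO wells with yeast and 100% = wells holding no yeast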
mIAP block: mouse IAP inhibition. purified mouse IAP, CDP-Star luminescence, 30 min. AID 2806. inhibition, % at 10 µM. actives 0.2% (n = 330,000);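 active = inhibition of at least 40% at 10 µM in the primary screen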;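 note: plate controls were DMSO with enzyme for no effect and no enzyme wells for full effect; values of inactives mirror those of a sister screen read the other way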
mIAP activ: increases mouse intestinal alkaline phosphatase activity | muIAP, CDP-Star luminescence, 30 min; hits give high values; 1 = vehicle-only enzyme signal, 0 = enzyme-free wells | AID 2805 | activation factor at 10 µM | actives 0.24% (n = 330,000);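 active = activation factor of at least 2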; note: the source names both 10 and 20 µM as test concentration; values of inactives mirror those of a sister screen read the other way
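also added = chemiluminescent substrate CDP-Star | test system = mouse IAP enzyme | signal = chemiluminescence readout | compound = DMSO-dissolved test compounds | incubation = 30 min at room temperature | benchmarks = DMSO wells, no-enzyme wells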
A3A deaminase: blocks human APOBEC3A ssDNA deamination; P31941; recombinant A3A, FAM/TAMRA ssDNA deamination fluorescence; inhibition, % at 20 µM; actives 0.41% (n = 330,000); AID 493011;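 active = at least 40% inhibition at 20 µM here, with at most 30% in a related deaminase screen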;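 note: plate controls were A3A with DMSO for no effect and wells lacking A3A enzyme for full effect; some results filed as inactive read as strong as hits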
Target sequence (P31941 whole entry, looked up): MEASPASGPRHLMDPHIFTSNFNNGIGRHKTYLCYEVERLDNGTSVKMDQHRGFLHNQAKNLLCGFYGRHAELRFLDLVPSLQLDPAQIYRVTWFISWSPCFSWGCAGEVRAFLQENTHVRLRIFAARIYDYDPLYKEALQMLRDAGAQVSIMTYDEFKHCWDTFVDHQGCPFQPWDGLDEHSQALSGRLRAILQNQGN
beta cell repl: induces beta-cell replication in MIN6 cells. AID 2380. proliferation, % at 10 µM. MIN6 cells proliferation, ATPlite luminescence, 48 h; cells starved in 0.2% serum; 100% = growth in 10% serum. actives 0.29% (n = 330,000);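 active = compounds whose signal lies at least 3.5 SD above the mean of all wells on their plate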;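 note: 0% = DMSO-treated cells in low-serum medium and 100% = 10% serum control; some compounds called inactive have numbers as strong as hits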
NLRP3 yeast inh: inhibitors of NALP3 inflammasome in yeast. Yeast reconstituted NLRP3/ASC/caspase-1, beta-gal luminescence, 24 h. actives 0.39% (n = 330,000). AID 2825. inhibition, % at 10 µM;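 active = inhibition of 50% or more; inactive = inhibition below 50%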;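 note: plate controls were induced DMSO wells for no effect and uninduced yeast grown without galactose for full effect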
A3G deaminase: APOBEC3G (human) deaminase inhibition | Q9HC16 | recombinant A3G, ssDNA deamination FAM/TAMRA fluorescence | inhibition, % at 20 µM | actives 0.28% (n = 330,000) | AID 493012;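 active = inhibition of at least 40% at 20 µM, with no more than 30% in the related APOBEC3A deaminase screen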;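 note: plate controls were DMSO wells with A3G for no effect and wells lacking A3G enzyme for full effect; some compounds called inactive have numbers as strong as hits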
Target sequence (Q9HC16 whole entry, looked up): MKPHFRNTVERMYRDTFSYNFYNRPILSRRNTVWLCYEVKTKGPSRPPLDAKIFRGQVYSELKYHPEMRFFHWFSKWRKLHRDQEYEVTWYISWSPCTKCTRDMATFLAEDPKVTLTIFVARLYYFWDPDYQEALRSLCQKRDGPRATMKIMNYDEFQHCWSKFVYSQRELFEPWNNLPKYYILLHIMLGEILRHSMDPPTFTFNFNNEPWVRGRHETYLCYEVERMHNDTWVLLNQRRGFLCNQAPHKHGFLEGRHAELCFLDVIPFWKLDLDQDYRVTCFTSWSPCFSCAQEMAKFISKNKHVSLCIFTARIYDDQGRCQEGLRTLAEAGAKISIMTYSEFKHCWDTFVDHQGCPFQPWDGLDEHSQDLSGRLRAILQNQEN
TIM10 inh: growth inhibitors of TIM10 yeast strain. S. cerevisiae TIM10 strain growth, BacTiter-Glo luminescence, 24 h. inhibition, % at 10 µM. actives 1.4% (n = 330,000). AID 463195;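 active = inhibition of 40% or more at the single tested concentration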;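 note: wild-type TIM10 isogenic control strain grown at permissive 25 °C; 0% = DMSO yeast wells and 100% = minimal medium wells without yeast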
hIAP inh: blocks human intestinal alkaline phosphatase; AID 2544; actives 0.12% (n = 330,000); inhibition, % at 10 µM; P09923; purified IAP, CDP-Star luminescence, 30 min;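 active = inhibition reaching a set limit with compound at 10 µM in the primary screen, cut at about 35% in these data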;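 note: plate controls were DMSO wells with enzyme for no effect and no-enzyme buffer wells for full effect; values of inactives mirror those of a sister screen read the other way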
The depositor's hits bear a star.

SMILES	tim10-1 inh	mIAP block	mIAP activ	A3A deaminase	beta cell repl	NLRP3 yeast inh	A3G deaminase	TIM10 inh	hIAP inh
COc1cc(OC)c(-c2cc(C(=O)O)ccc2OC)c(OC)c1	7	8	0.92	-3	-2	10	-4	-7	2
C=CCNC(=O)c1cnc2n(c1=O)CCS2	3	4	0.95	3	-2	3	3	1	0
CCOC(=O)CSc1nc2sc3c(c2c(=O)n1C1CCCCC1)CCN(C)C3	4	17	0.83	-2	-3	15	-6	-8	-7
Cc1cc(=O)oc2cc(OCC(=O)NCc3ccco3)ccc12	-9	15	0.85	0	-3	5	3	1	-3
COc1cc(OC)cc(-c2c(-c3cccs3)c3cc(-c4ccc(OC)c(OC)c4)ccc3n2C)c1	0	-2	1	-2	-1	-44	-10	0	-6
Cc1ccc(N(CCC#N)C(=O)COC(=O)C2=COCCO2)cc1	-6	3	0.97	1	3	11	-4	3	-5
CC(=O)Nc1ccc(C(=O)NNC(=O)CCc2ccccc2)cc1	6	7	0.93	-1	-1	13	-8	-7	18
C/C(=N\Nc1nccnc1Cl)c1ccc(Br)cc1	-15	-1	1	2	0	9	-1	5	-16
O=C(NCc1ccccc1Cl)C1CCC(=O)N(C2CC2)C1 (stereo not given)	-4	-3	1	-1	3	3	-8	3	-20
COc1ccc(S(=O)(=O)/N=C2\C=C(Nc3ccc(O)cc3)C(=O)c3ccccc32)cc1	67*	12	0.88	0	-4	30	-3	52*	19
CCOC(=O)Nc1sc2c(c1C#N)CCC(C)C2 (stereo not given)	21	5	0.95	1	-1	-14	-4	-1	-6
CCOc1nc(S(=O)(=O)c2ccc(C)cc2)c(Cl)s1	19	7	0.93	-3	-1	-107	-5	20	22
[O-][n+]1onc2c1CCc1c-2nn(-c2ccccc2Cl)[n+]1[O-]	10	7	0.93	0	-4	31	-2	7	-9
CC(C)NS(=O)(=O)c1ccc(CCC(=O)N2CCCCC2)cc1	-12	8	0.92	-2	-1	-7	-4	-17	-2
CCOC(=O)c1cc2c(=O)n3ccccc3nc2n(C(C)C)c1=NC(=O)c1ccco1	7	10	0.9	-2	5	5	-13	9	15
CC1(C)CC(=O)C(C=NCCN2CCN(CC(=O)Nc3ccccc3)CC2)=C(O)C1	-15	0	1	-1	-1	32	-8	-7	10
COC(=O)c1c(NC(=O)C2(C)Cc3ccccc3C(=O)O2)sc2c1CCCC2 (stereo not given)	21	6	0.94	-2	-4	47	2	0	-13
CC(=O)N1CCCc2cc(S(=O)(=O)NC(C(=O)NCc3ccc(C)cc3)C(C)C)ccc21 (stereo not given)	1	-12	1.1	-5	-2	14	-7	13	4
O=C(NC1CC1)C1CC(=O)N(c2cccc(Cl)c2Cl)C1 (stereo not given)	-1	-1	1	-3	-4	11	-3	-5	-10
COc1cc(S(=O)(=O)NC2CCCCC2)ccc1Cl	23	2	0.98	0	0	13	-2	-9	6
CCc1nnc(NC(=O)c2cnccn2)s1	2	3	0.97	0	1	6	2	7	-3
Fc1cccc(Cl)c1CNCc1cccnc1	1	-10	1.1	0	0	22	-6	-3	-1
COc1cc2c(C(=O)NCCCN3CC(C)CC(C)C3)cn(CC(C)C)c(=O)c2cc1OC (stereo not given)	18	-14	1.1	-5	-4	-9	-8	1	11
O=C(Nc1ccc(Cl)cn1)c1ccc(Br)c(S(=O)(=O)N2CCCCC2)c1	22	7	0.93	4	-3	-24	-3	8	8
CCN(CC)CCNC(=O)Cn1nc(-c2ccccc2)c2ccccc2c1=O	3	-10	1.1	-1	0	26	-8	16	-26
O=C(O)c1cccc(Nc2nc(-c3ccccc3)nc3ccccc23)c1	15	4	0.96	-2	-2	10	-8	5	-2
CCn1c(C)nc2c(=O)oc3ccccc3c21	-4	4	0.96	0	-2	-9	-3	9	10
CC(C)c1ccc(OCC(=O)N(Cc2ccccc2)c2ccccn2)cc1	24	2	0.98	0	-5	7	-3	17	7
Cc1noc(C)c1COc1cccc(C(=O)OCCOc2ccc(F)cc2)c1	11	10	0.9	-3	-5	18	-8	21	-4
Cc1nc2c(C#N)c[nH]n2c(=O)c1CCO	-7	10	0.9	4	2	20	-3	-8	2
O=C(NNc1ccc([N+](=O)[O-])cc1)c1ccco1	-14	9	0.91	4	1	31	-2	23	20
O=C(CNS(=O)(=O)c1ccc(F)cc1)Nc1ccc(C(F)(F)F)cc1	7	2	0.98	-1	1	18	-5	-25	19
Cc1noc(NS(=O)(=O)c2ccc(NC(=O)C(F)(F)C(F)(F)C(F)(F)F)cc2)c1C	-5	-3	1	-2	-2	-7	0	4	-1
COc1ccc(S(=O)(=O)Nc2cc3c4c(c2)CCC(=O)N4CCC3)cc1C	3	-1	1	-3	-2	5	-3	15	0
CCCCC(=O)N/N=C(/C)C1=C(C)C(C)(C)OC1=O	-2	-6	1.1	2	2	10	-15	2	5
COc1ccccc1OCC(=O)N1CCCC(Nc2ccc(C)c(C)c2)C1 (stereo not given)	33	-8	1.1	0	-6	2	4	5	-46
COc1ccc(CCNS(=O)(=O)c2ccc3c(c2)NC(=O)CCS3)cc1OC	-16	-1	1	-3	2	8	-1	-2	-18
O=C(Nc1cccc2cccnc12)c1ccc(Br)o1	26	10	0.9	-1	4	0	-3	18	10
Cc1ccc(NC(=O)C2=CC=CN3CCS(=O)(=O)N=C23)cc1	11	2	0.98	-4	-1	10	-6	-1	10
CCc1c(C)nc2ncnn2c1N1CCCC(C(=O)Nc2cc(F)ccc2C)C1 (stereo not given)	39	4	0.96	0	-4	10	-2	3	-7
CC(=O)c1ccc(S(=O)(=O)N2CCN(C)CC2)cc1	1	1	0.99	5	1	7	-5	16	7
CN(CC1CCN(CCc2cccc(C(F)(F)F)c2)CC1)C(=O)c1ccccc1	-4	5	0.95	-5	-2	10	-8	-8	16
COc1c(O)cccc1[C@H](O)C1CCN(CCc2ccc(F)cc2)CC1	-4	-6	1.1	-6	-3	1	-14	-9	1
CCOC(=O)N1CCN(C(=O)C2CCCN(S(=O)(=O)c3c(C)cc(C)cc3C)C2)CC1 (stereo not given)	30	2	0.98	-4	0	-7	-7	10	9
Cn1c(=O)c2c(ncn2CC(=O)OCC(=O)NC(c2ccccc2)c2ccccc2)n(C)c1=O	31	9	0.91	-7	-1	-3	-8	-14	-3
CC(=O)Nc1nc(CCC(C)C)cc2c1c(=O)oc1ccccc12	12	12	0.88	0	4	1	2	-14	8
O=C(CC1C(=O)NCCN1Cc1ccccc1C(F)(F)F)NC1CCC1 (stereo not given)	36	0	1	-5	-3	10	-3	9	5
CCN=c1sc(C(=O)Nc2ccccc2)c(C)n1CC	0	1	0.99	-3	3	3	-13	8	-4
Cc1cccc(NC(=O)CCN2CCOCC2)c1	4	-1	1	1	-1	-1	-3	-22	-5
CCN1C(=O)[C@H]2[C@@H](c3ccc(C)cc3)N3C(=O)N(c4cccc(Br)c4)C(=O)[C@@]3(CC(C)C)[C@H]2C1=O	-14	3	0.97	0	-3	18	19	6	-14

(further entries)
SMILES	tim10-1 inh	mIAP block	mIAP activ	A3A deaminase	beta cell repl	NLRP3 yeast inh	A3G deaminase	TIM10 inh	hIAP inh
Clc1cccc(Cl)c1C[n+]1cccc2ccccc21	1	8	0.92	0	-5	-8	0	-1	6
CCN1C=CC2=C(C#N)C(N)C(C#N)(C#N)C(c3ccccc3C(F)(F)F)C2C1 (stereo not given)	-13	5	0.95	-5	-5	12	-6	-15	-13
Cc1cc(C)c2c(n1)sc1c(=O)n(-c3ccccc3)c(=O)[nH]c12	4	5	0.95	-6	-1	-13	-6	-26	6
Cc1ccccc1-n1ncc2c1CC(C)(C)CC2NC(=O)c1cn[nH]c1C (stereo not given)	13	-4	1	-6	4	9	-7	-4	-13
CC1=C(C(N)=O)C(c2ccco2)C(C(N)=O)=C(C)N1	4	-4	1	1	2	14	0	2	-7
Cc1ccc(-n2c(C)c([N+](=O)[O-])c3ccc(O)cc32)cc1	-7	4	0.96	1	7.7*	7	-1	-20	8
O=C(NC1CCN(C(=O)C2CCCCC2)CC1)c1ccccc1	-5	12	0.88	-2	-1	3	-3	15	14
Oc1ccccc1N=Cc1c(O)ccc2oc3c(c12)CCCC3	47*	29	0.71	-12	-7	29	2	38	-18
COc1ccc(OC)c(CCNC(=O)Cn2cccc2C(=O)c2ccccc2)c1	17	4	0.96	-5	6	11	-4	-6	-15
Cc1ccc(NC(=O)C2CCN(c3nc(C)cc(C)n3)CC2)cc1	3	-8	1.1	0	0	21	48*	1	-7
COc1ccccc1CNC(=O)[C@H](C)NC(=O)C1CCN(C(=O)[C@H](CCSC)NC(=O)OC(C)(C)C)CC1	-10	9	0.91	-2	0	15	-8	-5	9
CCC(=O)N1CCN(c2ccccc2NC(=O)COc2ccc(C(C)C)cc2)CC1	19	-1	1	0	-3	-11	-6	13	29
COC(=O)C1=C(C(=O)OC)[C@@H]2N(C)c3ccccc3[C@@]23C[C@@H](C(=O)OC)N(C(=O)CC(C)C)C3=N1	18	7	0.93	0	-2	-7	-2	26	5
N#Cc1nc(COc2ccc(Cl)cc2)oc1NCc1ccc2c(c1)OCO2	24	-7	1.1	-1	-3	9	0	21	-12
O=C(N/N=C\C=C\c1ccc([N+](=O)[O-])o1)c1cccs1	28	30	0.7	82	-5	-1	69	0	-11
CC(=O)N1CCCc2cc(S(=O)(=O)N3CCCC(C(=O)NCc4ccccc4)C3)ccc21 (stereo not given)	3	4	0.96	0	-3	6	0	-6	2
CC(=O)NC(Cc1c[nH]c2ccccc12)C(=O)OCC(=O)Nc1cc(C)on1 (stereo not given)	8	4	0.96	-3	1	-3	-6	3	-3
O=c1c(C=NCCCO)c(-c2ccccc2)[nH]n1-c1nc2ccccc2s1	-8	-1	1	-1	-2	10	-8	9	2
COC(=O)c1c(C)nc(C)c(C(=O)OC)c1-c1cccs1	12	4	0.96	-1	1	-7	-6	-7	1
CC(=O)Nc1cc2nn(-c3ccccc3)nc2cc1C	10	-6	1.1	-1	-4	16	-2	5	-16
CCn1c(COc2cccc3ccccc23)nnc1SCC(N)=O	17	3	0.97	-3	-2	-15	-11	-11	-4
O=C(Nc1ccccc1Oc1ccsc1C(=O)O)c1ccccc1	-1	4	0.96	2	0	9	-6	4	13
Cc1ccc(CCC2C3=C(CCCC3=O)OC3=C2C(=O)CCC3)cc1	9	-5	1.1	0	-1	25	-5	-1	0
Cc1ccc(C(=O)C(C)OC(=O)Cn2[nH]c(=O)c3ccccc3c2=O)cc1 (stereo not given)	2	6	0.94	11	0	6	0	8	0
CC(C)CN(C(=O)COC(=O)Cn1cnc2ccccc2c1=O)C1CCS(=O)(=O)C1 (stereo not given)	9	-3	1	-2	2	5	-4	7	10
Clc1ccc(Cl)c(-c2ccc(/C=N/c3ncn[nH]3)o2)c1	17	12	0.88	1	-1	-57	-3	3	12
CCn1c2ccccc2c2cc(NC(=O)CNC)ccc21	1	2	0.98	-1	-4	3	-6	7	1

Screens deposited in PubChem BioAssay by Sanford-Burnham Center for Chemical Genomics.
